MITF inh: blocks human microphthalmia-associated transcription factor. AlphaScreen MITF homodimerization, bead proximity signal. inhibition, % at 2.6 µM. 650,000 compounds, 0.91% hits; in the data active = inhibition above about 50%;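 note: 0% = vehicle wells with protein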
Target sequence (O75030 whole entry, looked up): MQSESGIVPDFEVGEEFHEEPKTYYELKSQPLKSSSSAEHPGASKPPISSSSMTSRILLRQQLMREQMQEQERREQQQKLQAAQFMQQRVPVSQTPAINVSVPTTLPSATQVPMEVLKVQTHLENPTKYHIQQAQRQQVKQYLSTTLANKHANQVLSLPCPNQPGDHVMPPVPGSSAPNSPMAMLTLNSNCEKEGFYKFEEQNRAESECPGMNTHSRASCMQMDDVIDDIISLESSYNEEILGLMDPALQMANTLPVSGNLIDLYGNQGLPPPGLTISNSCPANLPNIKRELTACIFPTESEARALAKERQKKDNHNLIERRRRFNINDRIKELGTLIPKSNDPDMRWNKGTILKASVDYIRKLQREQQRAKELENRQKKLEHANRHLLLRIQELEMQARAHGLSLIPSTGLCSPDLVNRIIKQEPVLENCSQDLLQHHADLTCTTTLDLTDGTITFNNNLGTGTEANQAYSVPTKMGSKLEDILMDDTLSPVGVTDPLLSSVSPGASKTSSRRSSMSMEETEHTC
TEAD-YAP inh: TEAD-YAP interaction inhibition | HEK-TIYL cells, TEAD-Gal4/YAP UAS-luciferase luminescence | inhibition, % at 9.12 µM | 640,000 compounds, 1.4% hits; in the data active = inhibition above about 32%;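 note: 0% = median of test compound wells and 100% = reference inhibitor wells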
GPR151 ag: activates the human receptor GPR151. Q8TDV0. PathHunter beta-arrestin GPR151 cells, luminescence. activation, % at 11.2 µM. 650,000 compounds, 1% hits. AID 1508602; in the data active = activation above about 4.9%;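 note: 0% = median of compound wells and 100% = cells with positive control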
Target sequence (Q8TDV0 whole entry, looked up): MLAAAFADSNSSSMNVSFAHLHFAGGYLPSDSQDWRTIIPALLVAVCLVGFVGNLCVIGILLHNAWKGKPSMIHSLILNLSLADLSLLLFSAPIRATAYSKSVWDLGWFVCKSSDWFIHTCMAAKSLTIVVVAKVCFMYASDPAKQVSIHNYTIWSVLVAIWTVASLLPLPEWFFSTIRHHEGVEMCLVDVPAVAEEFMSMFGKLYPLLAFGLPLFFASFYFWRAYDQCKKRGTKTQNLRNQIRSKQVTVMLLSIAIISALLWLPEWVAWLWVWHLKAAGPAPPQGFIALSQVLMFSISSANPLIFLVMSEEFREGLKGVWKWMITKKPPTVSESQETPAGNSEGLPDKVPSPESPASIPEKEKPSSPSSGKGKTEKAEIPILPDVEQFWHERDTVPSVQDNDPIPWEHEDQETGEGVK
FBW7 activator: human FBW7 E3 ligase activation, primary screen; normalized activity (activation), % at 26.1 µM; 650,000 compounds, 0.13% hits; Q969H0; AID 1259310; AlphaScreen FBW7–phospho-cyclin E peptide binding, activator screen; in the data active = normalized activity above about 1.9%;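 note: purified mutant Fbw7 with reduced substrate affinity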
Numbers without * were called inactive; & = joins results of further samples. The order is random. About 3.4% of those tested had a hit in this group.

Screens in order: MITF inh | TEAD-YAP inh | GPR151 ag | FBW7 activator
1) COc1ccccc1-c1nnc(SCC(=O)N2C(C)CCCC2C)n1N (stereo not drawn)
  4.4 | -5.0 | 0.3 | -0.1
2) COc1cc2c(cc1OC)C(COc1ccccc1OC)N(C(=O)c1cccc([N+](=O)[O-])c1C)CC2 (stereo not drawn)
  1.2 | 2.2 | -0.3 | -0.1
3) CCC(Sc1ncnc2c1sc1ccccc12)C(=O)N(CC)CC (stereo not drawn)
  10.9 | -20.3 | 0.0 | 0.1
4) Cc1cc(NCCN(C(C)C)C(C)C)nc(Cl)n1
  -11.8 | 6.8 | 0.0 | 0.0
5) COCCNc1nc(-c2cc(OC)c(OC)c(OC)c2)nc2ccccc12
  20.9 | 32.1* | -0.9 | 0.4
6) COc1ccc(/C=C2\N=C(c3ccc([N+](=O)[O-])cc3Cl)OC2=O)cc1
  -6.4 | -3.1 | 0.6 | -0.2
7) CCOc1cn2c(cc1=O)C(=O)N(CCNC(=O)c1ccc(C(C)(C)C)cc1)CC2
  -1.0 | -5.5 | 0.9 | -0.3
8) CC(=O)c1cccc(-c2cnn3c(N4CCC(O)CC4)ccnc23)c1
  -8.3 | -52.4 | 0.5 | -0.2
9) CCOC(=O)C1=C(C)N=c2s/c(=C\c3cc(C)n(-c4c(C)cccc4C)c3C)c(=O)n2C1c1ccc(OCC)cc1 (stereo not drawn)
  14.0 | -1.0 | -1.3 | 0.1
10) O=C(NC1CC1)c1ccc(-c2cnc3c(NC4CCC(O)CC4)nccn23)cc1 (stereo not drawn)
  -8.4 | 50.7* | -0.5 | -0.4
11) CCOC(=O)c1ccc(NC(=O)c2ccc(Cl)cc2Cl)cc1
  -6.7 | -21.5 | -0.6 | -0.1
12) O=C(CN1CCN(c2nc(-c3ccc(F)cc3)cs2)CC1)Nc1ccccc1Cl
  -2.2 | -3.6 | -0.5 | -0.3
13) COc1cccc(/C=C2/NC(=O)N(Cc3ccc(Cl)cc3)C2=O)c1O
  17.5 | 4.3 | 1.6 | -0.1
14) CC(C)c1c(O)nc(SCCN(C)C)[nH]c1=O
  -13.1 | -9.4 | -0.6 | 0.1
15) COc1ccc(NC(=O)c2sc3ncnc(N4CCc5ccccc5C4)c3c2C)cc1OC
  4.0 | -4.9 | -0.9 | -0.1
16) CC1=CCC(C(=O)O)C(C(=O)Nc2ccc(Cl)c(Cl)c2)C1 (stereo not drawn)
  0.6 | -0.7 | 2.9 | 0.1
17) COC(=O)c1cccc(NC(=O)CSc2ncn[nH]2)c1
  13.0 | 1.3 | -0.8 | 0.6
18) CCN(CC)/C(=N\S(=O)(=O)c1ccccc1C)c1ccccc1
  -2.0 | 1.2 | 0.5 | -0.1
19) COC(=O)C1=CN(Cc2ccc(F)cc2)C=C(C(=O)OC)C1c1ccc(C(C)C)cc1
  -11.5 | -2.0 | -0.1 | 0.3
20) O=C(N/N=C/c1cc2ccccc2[nH]c1=O)c1ccc([N+](=O)[O-])cc1
  4.0 | 1.2 | 2.2 | -0.3
21) O=C1CCCN1CCCNc1nc(Nc2ccc(-n3ccnc3)cc2)nc2c1ncn2Cc1ccc(C(F)(F)F)cc1
  2.7 | -10.4 | 2.0 | -0.1
22) CCOc1cc(C2NC(=O)c3c(sc4c3CCN(C)C4)N2)ccc1OC(=O)c1ccc(F)cc1 (stereo not drawn)
  3.0 | -4.2 | 1.3 | 0.0
23) Cc1ccc(C(=O)CSc2nc3ccccc3c(=O)n2-c2ccccc2)cc1
  0.8 | 18.4 | 0.1 | -0.1
24) C/C(=N\NC(=S)NCCN1CCOCC1)c1ccc(OCC(=O)N2CCCC2)cc1
  3.2 | 1.1 | -1.9 | -0.1
25) O=C1OC(OC(=O)c2ccccc2Br)C(N2CCOCC2)=C1Cl (stereo not drawn)
  0.2 | -0.1 | -0.8 | -0.2
26) Cc1ccc(CCNC(=O)c2nnc(Cc3ccc4c(c3)OCO4)o2)cc1
  18.5 | -2.8 | -1.1 | 0.5
27) COCCNC(=O)c1ccc(Cn2c(SCC(=O)NCc3ccccc3Cl)nc3ccc(Br)cc3c2=O)cc1
  3.1 | 6.0 | 3.3 | -0.2
28) NC(=O)c1ccsc1NC(=O)CSc1nnc(C2CCCCC2)n1N
  15.0 | 1.4 | 1.6 | 0.1
29) CCCCNc1nc2c(c(=O)n(C)c(=O)n2C)n1Cc1ccccc1
  -5.7 | 20.0 | 0.3 | 0.0
30) O=C(COC(=O)C1C=CCCC1)c1ccc(Br)cc1 (stereo not drawn)
  -9.9 | -6.1 | 0.5 | 0.1
31) O=C(NCc1cccc(C(F)(F)F)c1)c1cc(N2CCC(N3CCOCC3)CC2)nc2ccccc12
  -1.8 | -1.4 | -1.2 | 0.0
32) COc1cc(-c2nc3sc4c(c3c(=O)[nH]2)CCCC4)ccc1OCc1ccccc1F
  6.4 | 1.3 | 1.3 | -0.1
33) O=C(Nc1ccc(F)c(Cl)c1)c1ccc([N+](=O)[O-])cc1
  19.5 | -44.9 | -2.4 | 0.2
34) C/C(CC(=O)Nc1cccc(C(F)(F)F)c1)=N\NC(=O)c1ccc(C)cc1
  6.2 | -15.5 | -1.1 | 0.5
35) COc1ccc2[nH]c(C)c(CN(C)Cc3ccccc3)c(=O)c2c1
  1.2 | 4.7 | 0.6 | 0.0
36) CC(NC1=CC(=O)OC12CCCCC2)c1ccccc1 (stereo not drawn)
  -1.5 | 19.5 | -1.3 | -0.1
37) O=C(NCCCN1CCOCC1)c1nn2c(c1Br)NC(c1cccs1)CC2C(F)(F)F (stereo not drawn)
  -6.7 | -0.5 | 2.0 | 0.1
38) C=C(Cl)COc1ccc2c(CC)cc(=O)oc2c1
  0.3 | -3.4 | 0.0 | -0.1
39) COc1cc(CN2CCN(CC(C)(C)C)C(CCO)C2)cc2c1OCO2 (stereo not drawn)
  5.4 | -5.8 | 1.8 | 0.0
40) COc1cc(Nc2ccnc(-c3cccc(C(C)=O)c3)n2)cc(OC)c1OC
  -20.5 | 12.2 | -2.2 | 0.0

An excerpt from above in order of count of non-hydrogen atoms, smallest number first:
Screens in order: MITF inh | TEAD-YAP inh | GPR151 ag | FBW7 activator
38) C=C(Cl)COc1ccc2c(CC)cc(=O)oc2c1
  0.3 | -3.4 | 0.0 | -0.1
30) O=C(COC(=O)C1C=CCCC1)c1ccc(Br)cc1 (stereo not drawn)
  -9.9 | -6.1 | 0.5 | 0.1
36) CC(NC1=CC(=O)OC12CCCCC2)c1ccccc1 (stereo not drawn)
  -1.5 | 19.5 | -1.3 | -0.1
25) O=C1OC(OC(=O)c2ccccc2Br)C(N2CCOCC2)=C1Cl (stereo not drawn)
  0.2 | -0.1 | -0.8 | -0.2
35) COc1ccc2[nH]c(C)c(CN(C)Cc3ccccc3)c(=O)c2c1
  1.2 | 4.7 | 0.6 | 0.0
29) CCCCNc1nc2c(c(=O)n(C)c(=O)n2C)n1Cc1ccccc1
  -5.7 | 20.0 | 0.3 | 0.0
26) Cc1ccc(CCNC(=O)c2nnc(Cc3ccc4c(c3)OCO4)o2)cc1
  18.5 | -2.8 | -1.1 | 0.5
24) C/C(=N\NC(=S)NCCN1CCOCC1)c1ccc(OCC(=O)N2CCCC2)cc1
  3.2 | 1.1 | -1.9 | -0.1
32) COc1cc(-c2nc3sc4c(c3c(=O)[nH]2)CCCC4)ccc1OCc1ccccc1F
  6.4 | 1.3 | 1.3 | -0.1
22) CCOc1cc(C2NC(=O)c3c(sc4c3CCN(C)C4)N2)ccc1OC(=O)c1ccc(F)cc1 (stereo not drawn)
  3.0 | -4.2 | 1.3 | 0.0
31) O=C(NCc1cccc(C(F)(F)F)c1)c1cc(N2CCC(N3CCOCC3)CC2)nc2ccccc12
  -1.8 | -1.4 | -1.2 | 0.0
27) COCCNC(=O)c1ccc(Cn2c(SCC(=O)NCc3ccccc3Cl)nc3ccc(Br)cc3c2=O)cc1
  3.1 | 6.0 | 3.3 | -0.2

The listing continues:
Screens in order: MITF inh | TEAD-YAP inh | GPR151 ag | FBW7 activator
41) Clc1nc(Nc2ccccc2)c2[nH]cnc2n1
  -14.4 | 1.0 | 0.4 | 0.2
42) O=C(Nc1cccc(Cl)c1)C(Cc1ccccc1)N1C(=O)C2C3c4ccccc4C(c4ccccc43)C2C1=O (stereo not drawn)
  -6.5 | -1.1 | 2.0 | 0.0
43) COC(=O)C(C)N1C(=O)S/C(=C/c2ccc(F)cc2)C1=O (stereo not drawn)
  8.7 | -17.0 | 1.7 | 0.0
44) CC(C)Nc1nc(=S)[nH]c2ccccc12
  4.5 | -6.8 | -2.8 | 0.3
45) COc1cccc(C(=O)COc2cccc(N3C(=O)C4C5C=CC(C6CC56)C4C3=O)c2)c1 (stereo not drawn)
  10.1 | 25.6 | -0.1 | 0.2
46) CC1(C)C2CCC1(CS(=O)(=O)N1CCN(C(=O)c3ccco3)CC1)C(=O)C2 (stereo not drawn)
  -6.5 | -4.8 | -2.6 | -0.1
47) COc1ccc(-c2onc(C)c2-c2cnn(-c3ccccc3)c2)c(O)c1
  4.0 | -8.7 | -0.4 | -0.1
48) O=C(Cn1cnc2ccccc21)N1CCCc2ccccc21
  5.1 | 2.4 | 1.0 | 0.0
49) CCCN(C=O)/N=C/c1ccc(Cl)cc1
  -5.9 | -7.1 | -1.2 | -0.2
50) O=C(Nc1ccc(F)cc1)c1cc(-c2cccs2)nc2ccccc12
  11.4 | -5.7 | 0.9 | 0.1
51) Cc1ccc(C(=O)Nc2nnc(-c3ccco3)o2)cc1
  -1.3 | 6.5 | -0.5 | -0.1
52) CCOc1ccc(C(=O)N2CCC(c3nc4ccc(C)cc4[nH]3)CC2)cc1
  33.1 | 4.7 | -1.6 | 0.2
53) COc1cc2ccccc2cc1C(=O)Nc1nc(-c2ccc(F)cc2)cs1
  -13.2 | -7.5 | -0.1 | 0.0
54) O=C(CCCC(=O)N(CC(=O)NC1CCCCC1)Cc1ccccc1)Nc1ccccn1
  12.7 | 6.4 | -0.5 | -0.1
55) CCOc1ccccc1NC(=O)N1CCc2nc(N3CCCC3)[nH]c(=O)c2C1
  6.1 | -23.5 | -0.3 | 0.0
56) COCCCNc1nc2nonc2nc1N(C)CCCN1CCOCC1
  7.5 | 2.6 | 1.1 | 0.3
57) O=C(CC1CC2CCC1C2)OCC(=O)c1ccc[nH]1 (stereo not drawn)
  6.5 | 6.2 | -1.1 | 0.0
58) CCOC(=O)C1CCN(CC2CC=CCC2)CC1 (stereo not drawn)
  10.9 | -1.2 | 1.0 | -0.3
59) O=C(Nc1nc(-c2ccccc2)cs1)C1c2ccccc2Oc2ccccc21
  9.2 | -0.2 | -0.1 | 0.2
60) Cc1cc(NCc2cccnc2)nc(N2CCC(N3CCOCC3)CC2)n1
  5.2 | 3.2 | 2.4 | 0.0
61) O=C(CN1C(=O)C(=O)N(Cc2ccco2)C1=O)Nc1cccc(Oc2ccccc2)c1
  -0.3 | -3.5 | -0.3 | -0.1
62) Cc1ccc2c(Cl)c(-c3nnc(-c4ccc(-c5ccccc5)cc4)o3)sc2c1
  -1.0 | 0.7 | 1.0 | -0.2
63) COC(=O)c1ccc(C)c(NC(=O)C(OC)c2ccccc2)c1 (stereo not drawn)
  -0.1 | -6.3 | 1.5 | 0.0
64) COc1ccc(C(c2c(C)[nH][nH]c2=O)C(C#N)C#N)cc1 (stereo not drawn)
  -7.6 | -0.3 | -2.0 | -0.2
65) CN(C)CC(C)(C)CNCC(=O)Nc1ccc2c(c1)OC(F)(F)O2
  55.5* | 3.4 | 1.6 | -0.1
66) Cc1ccc(CNC(=O)Cn2ncc3c2-c2cc(C)ccc2OC3)cc1
  5.4 | 5.5 | 0.8 | 0.1
67) O=c1[nH]c(/C=C2\C=Nc3ccc(Br)cc32)c(O)n1Cc1ccc(F)cc1
  -11.3 | 10.3 | 1.4 | -0.1
68) CCCCCCCCCCCCCCCCCCCCCCO
  -3.5 | -8.8 | -0.5 | 0.1
69) CCn1cc(S(=O)(=O)Nc2ccc(S(=O)(=O)Nc3ccccc3)cc2)cn1
  11.4 | -2.4 | 0.2 | -0.2
70) CCSCCOC(=O)C1=C(C)NC2=C(C(=O)CCC2)C1c1cc([N+](=O)[O-])ccc1Cl (stereo not drawn)
  -6.6 | -1.2 | 1.1 | -0.1
71) CCOC(=O)c1ccc(NC(=O)c2sc(NC(=O)c3cc(OC)c(OC)c(OC)c3)c(C(=O)OCC)c2C)cc1
  3.9 | 7.7 | 1.5 | 0.2
72) Fc1ccc(C(c2ccc(F)cc2)N2CCN(C/C=C/c3ccccc3)CC2)cc1
  -13.0&4.2&7.8&8.3 | 13.3&5.4 | -0.5&-0.3&0.9&-0.3 | -0.2&-0.1&-0.3&-0.1
73) CCN1CCOc2ccc(CN3CCC(OCc4ccccc4)CC3)cc2C1
  -6.9 | -13.1 | 0.4 | -0.1
74) CCOC(=O)C(=N\O)/C(C)=N/NC(=O)c1c(F)cccc1F
  6.0 | -11.3 | -0.5 | -0.2
75) COC(=O)c1ccccc1NC(=O)Nc1nnc(N2CCC(C)CC2)s1
  -11.7 | -5.5 | 0.1 | -0.1
76) COc1ccccc1N=P(N(C)C)(N(C)C)C12CC3CC(CC(C3)C1)C2
  1.0 | 23.0 | -0.2 | 0.1
77) COc1ccc(NC(=O)CSc2nc3ccsc3c(=O)n2Cc2ccccc2)c(OC)c1
  4.1 | 6.3 | -0.5 | -0.3
78) O=C(CSc1ccc2nnc(-c3cccc(F)c3)n2n1)NCc1ccccc1
  6.4 | -2.9 | -0.2 | 0.0
79) O=C(NCc1ccccc1)NCC(c1ccsc1)N1CCCC1 (stereo not drawn)
  5.9 | -3.5 | -1.6 | 0.1
